GAA glycogen mod – qHTS Assay for Inhibitors and Activators of Human alpha-Glucosidase Cleavage of Glycogen; recombinant GAA, glycogen substrate, Amplex Red glucose oxidase fluorescence; Potency, µM (series often up to 76.4 µM), for the others: at the top dose activity change, negative = inhibition, actives largely listed as inhibitors; 300,000 compounds, 0.38% hits; AID 2100, 2009;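 note: 0% = full enzyme reaction and -100% = no-enzyme basal signal; the screen sought inhibitors and activators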
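Natural-substrate format: glycogen cleavage by 4 nM human enzyme, glucose read by Amplex Red coupling (Ex 573, Em 610 nm). Normalized to enzyme and no-enzyme controls.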
ALDH1A1 block – qHTS Assay for Inhibitors of Aldehyde Dehydrogenase 1 (ALDH1A1) | Aldehyde dehydrogenase 1A1 (Homo sapiens), P00352 | Purified ALDH1A1, NADH fluorescence, propionaldehyde substrate | Potency, µM (top dose mostly 75.3 µM), for the others: at the highest dose activity, negative = inhibition, usual class: inhibitors | 220,000 compounds, 7.3% hits | AID 1030, 2008; active = well fitted inhibition curve with a large enough effect, not every such curve was filed as active; inconclusive = small, poorly fitted or top-dose-only effect, or another doubt; inactive = no such curve, though single readings can be large or run the other way;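 note: plate controls were no enzyme wells and a reference inhibitor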
NPSR antagonist – qHTS Assay for Antagonists of the Neuropeptide S Receptor: cAMP Signal Transduction; Q6W5P4; CHO-NPSR cells, cAMP TR-FRET, antagonist mode; Potency, µM (doses to about 38.3 µM), without a hit: top-dose activity change, negative = inhibition, usual class: inhibitors; 220,000 compounds, 1% hits; AID 1461, 2008; note: % is set by controls: 0 for no effect and ±100 for the full control effect; nearly all actives have a fitted effect of over 50% in size; many of its hits are not listed in these tables
Target sequence (Q6W5P4 whole entry, looked up): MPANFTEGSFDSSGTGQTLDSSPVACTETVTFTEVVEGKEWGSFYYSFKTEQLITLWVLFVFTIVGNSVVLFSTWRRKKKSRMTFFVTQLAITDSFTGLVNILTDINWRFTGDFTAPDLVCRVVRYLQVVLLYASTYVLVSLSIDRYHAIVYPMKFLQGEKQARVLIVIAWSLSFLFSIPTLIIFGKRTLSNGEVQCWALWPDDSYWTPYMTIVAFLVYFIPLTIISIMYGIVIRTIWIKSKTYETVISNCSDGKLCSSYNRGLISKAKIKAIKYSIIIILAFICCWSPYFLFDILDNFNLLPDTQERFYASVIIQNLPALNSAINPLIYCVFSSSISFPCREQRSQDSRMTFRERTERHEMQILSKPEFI
Epigenetic derep – Quantitative High-Throughput Screen for Regulators of Epigenetic Control. murine LDR cells, GFP reporter derepression, 30 h. Potency, µM (top dose mostly 53.9 µM), inactives show top-dose GFP activation, most hits filed as activators. 280,000 compounds, 0.2% hits. AID 1865, 2009; note: % of control where 0% means no effect; nearly all actives have a fitted effect of over 60% in size
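Derepression of a silenced CMV-GFP reporter in murine LDR cells is scored by enumerating GFP-positive cells with a laser-scanning microplate cytometer after 30 hours of treatment at 37 C.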
aGlu spleen mod – qHTS Assay for Inhibitors and Activators of Human alpha-Glucosidase From Spleen Homogenate; Potency, µM (highest dose often 79.9 µM), for inactives: top-dose activity change, negative = inhibition, usual class: inhibitors; AID 2112, 2009; Lysosomal alpha-glucosidase (Homo sapiens), P10253; 240,000 compounds, 0.006% hits; human spleen homogenate, 4-MU-alpha-glucoside fluorescence;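 note: 0% = enzyme with vehicle and -100% = no enzyme basal signal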
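Human spleen homogenate (1 ug) with 4-methylumbelliferyl-alpha-D-glucopyranoside (1 mM final) in 50 mM citrate/phosphate pH 5.0, 0.01% Tween-20; 40 min at 37 C. Stopped at pH 10; 4-MU fluorescence Ex 365/Em 440 nm; AC50 by Hill fit.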
GAA inh – qHTS Assay for Inhibitors of Human alpha-Glucosidase as a Potential Chaperone Treatment of Pompe Disease; Potency, µM (titrated, usually from 76.9 µM), inactives show at the highest dose activity change, negative = inhibition, actives largely listed as inhibitors; Lysosomal alpha-glucosidase (Homo sapiens), P10253; AID 1466, 2008; purified human GAA, 4-MU-alpha-glucoside fluorescence; 200,000 compounds, 0.005% hits;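 note: plate controls were uninhibited enzyme wells for no effect and no-enzyme background for full effect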
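Compounds are titrated up to 77 uM against 4 nM human enzyme. Substrate 4-methylumbelliferyl-alpha-D-pyranoside (400 uM) reacts 20 min at room temperature in pH 5.0 buffer; liberated 4-methylumbelliferone is read at 440 nm.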
Tau fluor counter – Counterscreen qHTS for Inhibitors of Tau Fibril Formation, Fluorescence Polarization; tau K18 P301L (four-repeat tau fragment) Alexa594 fluorescence, heparin fibrillization; Potency, µM (highest dose often 57.7 µM), without a hit: at the highest dose activity change, negative = decrease; 280,000 compounds, 0.93% hits; note: % is set by controls: 0 for no effect and ±100 for the full control effect; nearly all actives have a fitted effect of over 55% in size
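Human K18 P301L tau (15 uM unlabeled plus 0.24 uM Alexa 594-labeled, final) in 100 mM sodium acetate pH 7 was mixed with compound and 20 uM heparin and incubated 6 hr at 37 C.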
aGal spleen mod – qHTS Assay for Inhibitors and Activators of Human alpha-Galactosidase From Spleen Homogenate; Potency, µM (series often up to 80 µM), inactives show top-dose activity change, negative = inhibition, actives largely listed as inhibitors; 240,000 compounds, 0.008% hits; Alpha-galactosidase A (Homo sapiens), P06280; human spleen homogenate, 4MU-alpha-Gal fluorescence, 40 min; AID 2107, 2009;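 note: 0% = enzyme with vehicle and -100% = no enzyme basal signal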
Target sequence (P06280 32-429 limits assumed): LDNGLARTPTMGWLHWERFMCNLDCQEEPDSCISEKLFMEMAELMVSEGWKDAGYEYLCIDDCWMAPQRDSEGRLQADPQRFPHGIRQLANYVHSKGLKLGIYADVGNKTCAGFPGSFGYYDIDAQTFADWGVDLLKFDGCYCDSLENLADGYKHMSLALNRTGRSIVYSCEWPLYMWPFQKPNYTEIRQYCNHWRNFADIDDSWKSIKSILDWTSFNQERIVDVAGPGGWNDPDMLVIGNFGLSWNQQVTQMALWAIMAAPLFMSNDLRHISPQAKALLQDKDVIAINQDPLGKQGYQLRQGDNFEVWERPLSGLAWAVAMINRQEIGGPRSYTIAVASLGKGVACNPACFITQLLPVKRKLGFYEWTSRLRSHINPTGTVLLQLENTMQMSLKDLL
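Spleen homogenate 1 ug + cpd (titration) + 4-MU-alpha-D-galactopyranoside 1 mM; 37C 40 min; 50 mM citrate/phosphate pH 5.0, 0.01% Tween-20; stop pH 10; fluorescence 365/440; AC50 via Hill.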
An asterisk follows results filed as active; ? = inconclusive; . = no result given; [ ] = another dose, or the depositor's remark. Unless noted, calls come from the whole dose curve; as a rule, active = well fitted curve in the direction sought with a large enough effect; inconclusive = small, poorly fitted or top-dose-only effect, or another doubt; inactive = no such curve, though single readings can be large; an effect the other way counts as inactive or inconclusive. Potency is the fitted concentration of half-maximal effect. An excerpt; count on the stated rates, not on these rows.

SMILES	GAA glycogen mod	ALDH1A1 block	NPSR antagonist	Epigenetic derep	aGlu spleen mod	GAA inh	Tau fluor counter	aGal spleen mod
Cc1ccc(C)c(-n2c(CNC(=O)c3ccco3)nnc2SCC(=O)N2CCc3ccccc32)c1	8%	-14%	-13%[46.1 µM]	4.3%	-2%	-3%	-7%	-3%
C/C(=N\O)C1(C)N(O)C(C)(C)C(c2ccc(F)cc2)=[N+]1[O-] (configuration not stated)	?	13%	6%[46.1 µM]	1.3%	4%	?	-9%	-1%
COc1ccc(Cl)cc1NC(=O)C12CCC(C)(C(=O)O1)C2(C)C (configuration not stated)	-13%	?	-17%[46.1 µM]	-2.2%	-9%	?	-7%	-6%
O=C(NN/C(=N/S(=O)(=O)c1ccc(Cl)cc1)c1ccccc1)c1ccc(O)cc1	8%	7%	1%	-3.0%	-4%	-5%	-2%	3%
CN(CC(=O)OCC(=O)NCC(F)(F)F)S(=O)(=O)c1ccc(Cl)cc1	6%	2%	16%	-0.2%	.	0%	-2%	5%
Cc1cccc(NC(=O)c2sc(NC(=O)c3ccco3)c(C#N)c2C)c1C	13%	8%	-8%[46.1 µM]	-1.7%	-12%	-8%	-9%	-7%
O=C(CSc1cn(CC(=O)N2CCCCCC2)c2ccccc12)NCC1CCCO1 (configuration not stated)	7%	-6%	8%	-2.8%	-3%	3%	-14%	10%
N#CCC(CNc1ncc(C(F)(F)F)cc1Cl)OC(=O)c1ccc(Cl)cc1 (configuration not stated)	-10%	-3%	-16%[46.1 µM]	-1.1%	-7%	-3%	?	-1%
CCn1c(=NC(=O)c2ccc(N3C(=O)CCC3=O)cc2)sc2c(OC)ccc(OC)c21	-7%	?	22%[46.1 µM]	2.8%	-2%	-1%	-25%	-5%
Cc1cccc(CNc2ccc(C(CC(N)=O)NC(=O)c3cccc(Br)c3)cc2[N+](=O)[O-])c1 (configuration not stated)	-2%	.	-11%	3.1%	-7%	.	-5%	4%
COc1ccc(CN2C(=O)NC3(CCCCCC3)C2=O)cc1F	3%	-9%	0%[46.1 µM]	0.0%	2%	-6%	2%	3%
COc1ccc(Cl)cc1NC(=O)c1ccco1	-6%	6%	-21%[46.1 µM]	0.0%	-11%	-3%	1%	-7%
CCOC(=O)c1[nH]cnc1C(=O)Nc1ccc(Cl)cc1	16%	?	1%	5.2%	5%	-4%	-6%	-13%
Cc1cc(/C=C2\C(=N)N3N=C(c4ccco4)SC3=NC2=O)c(C)n1Cc1ccccc1	-11%	?	-2%	-1.7%	-12%	-5%	?	1%
COCc1ccc(C(=O)N2CCCC(C(=O)c3cc(F)ccc3F)C2)s1 (configuration not stated)	6%	-2%	-10%	2.3%	-1%	-16%	11%	-4%
CCOC(=O)c1c(-c2cccs2)csc1NC(=O)CN1CC(C)OC(C)C1 (configuration not stated)	-9%	?	?	-1.1%	-12%	-15%	-4%	-6%
CC1CCCCC12NC(=O)N(CC(=O)Nc1ccccc1N1CCOCC1)C2=O (configuration not stated)	15%	-10%	7%	-2.8%	2%	-3%	9%	5%
O=C(Nc1ccc(N2CCOCC2)nc1)c1cccs1	2%	-3%	-1%	-0.4%	2%	-6%	2%	4%
Cc1ccc(SCCc2ccc(C)nc2)cc1	-3%	-7%	-9%[46.1 µM]	0.9%	-12%	3%	-11%	-4%
COC(=O)c1c(NC(=O)CC2SCC(C(=O)OC)NC2=O)sc2c1CCCC2 (configuration not stated)	3%	-7%	?	1.6%	-3%	1%	-3%	7%
COc1ccccc1NS(=O)(=O)c1cc(NC(=O)c2cccs2)ccc1N1CCOCC1	-19%	.	-15%	3.0%	6%	.	?	6%
Cc1ccc(NC(=O)COc2ccc(/C(N)=N/O)cc2)cc1C	?	-19%	15%	0.2%	-2%	?	-12%	-4%
O=C(CCCC(=O)OCC(F)(F)C(F)F)Nc1ccccc1F	-7%	18%	7%	-0.4%	6%	-1%	-3%	4%
CC1CCCC(C)N1/N=C/c1ccc(Cl)cc1 (configuration not stated)	-2%	4%	-1%[46.1 µM]	-0.7%	5%	-2%	-5%	-5%
Cc1ccc(-c2cn3c(=O)cc(C)[nH]c3n2)cc1	1%	?	-13%[46.1 µM]	1.7%	-2%	-3%	2%	0%
Cc1cnc(NC(=O)CSc2c(Cl)cccc2Cl)s1	0%	?	-3%[46.1 µM]	5.8%	6%	-7%	-13%	6%
CC(=O)c1ccc(-n2c(C)ccc2-c2ccccc2)cc1	4%	?	-24%[46.1 µM]	-0.7%	-13%	-4%	-29%	-11%
CCn1cc(C(=O)N2CCOCC2)c(=O)c2cc(S(=O)(=O)N(C)C)ccc21	-1%	-4%	0%[46.1 µM]	-5.6%	-3%	-10%	0%	-1%
O=c1[nH]c(Cc2ccc(Cl)cc2)nc2ccccc12	-2%	-4%	12%	-1.8%	-2%	-10%	-3%	2%
C=CCNc1oc(COc2ccc(C)cc2)nc1C#N	-11%	-1%	6%[46.1 µM]	3.2%	-2%	-19%[15.4 µM]	-9%	1%

Molecules above that contain a furan ring, fused or not (four):
SMILES	GAA glycogen mod	ALDH1A1 block	NPSR antagonist	Epigenetic derep	aGlu spleen mod	GAA inh	Tau fluor counter	aGal spleen mod
Cc1ccc(C)c(-n2c(CNC(=O)c3ccco3)nnc2SCC(=O)N2CCc3ccccc32)c1	8%	-14%	-13%[46.1 µM]	4.3%	-2%	-3%	-7%	-3%
Cc1cccc(NC(=O)c2sc(NC(=O)c3ccco3)c(C#N)c2C)c1C	13%	8%	-8%[46.1 µM]	-1.7%	-12%	-8%	-9%	-7%
COc1ccc(Cl)cc1NC(=O)c1ccco1	-6%	6%	-21%[46.1 µM]	0.0%	-11%	-3%	1%	-7%
Cc1cc(/C=C2\C(=N)N3N=C(c4ccco4)SC3=NC2=O)c(C)n1Cc1ccccc1	-11%	?	-2%	-1.7%	-12%	-5%	?	1%

(list continues)
SMILES	GAA glycogen mod	ALDH1A1 block	NPSR antagonist	Epigenetic derep	aGlu spleen mod	GAA inh	Tau fluor counter	aGal spleen mod
CCCCn1c(CN2CCOCC2)nc2c1c(=O)n(C)c(=O)n2C	3%	0%	3%[46.1 µM]	0.0%	6%	-10%	7%	-3%
C/C(=N\NC(=O)c1ccn[nH]1)c1cn(C)nc1C	4%	-5%	12%	-1.9%	-1%	-1%	0%	3%
COC(=O)C1=C(O)/C(=C\c2ccc(O)c(OC)c2)N=C1C	-19%	-7%	?	1.9%	-2%	-8%	-15%	8%
COc1ccc(Cl)cc1NC(=O)CN(c1ccccc1)S(=O)(=O)N(C)C	10%	?	?	-0.7%	-3%	-2%	-23%	-10%
COc1ccccc1NC(=O)CS(=O)(=O)c1cn(CC(=O)N2CCOCC2)c2ccccc12	-7%	?	3%	-2.8%	0%	-3%	-3%	9%
NS(=O)(=O)c1ccc(CCNC(=O)Nc2ccc(Cl)cc2)cc1	?	10%	-10%[7.67 µM]	-4.1%	8%	-8%	15%	5%
O=C(CCc1ccccn1)N1CCCC(CNS(=O)(=O)c2cccs2)C1 (configuration not stated)	-11%	-6%	-7%	5.8%	-12%	-6%	-14%	3%
CCOC(=O)c1ccc(N2C(=O)C(O)=C(C(C)=O)C2c2ccc(O)c(OC)c2)cc1 (configuration not stated)	-27%	?	-9%[46.1 µM]	0.0%	-4%	?	-3%	-2%
COC(=O)c1c(NC(=O)CN(c2ccccc2)S(C)(=O)=O)sc2c1CCCC2	-9%	?	-37%	0.0%	7%	2%	-10%	4%
O=C(NCc1ccc(F)cc1)c1cc(S(=O)(=O)N2CCOCC2)ccc1F	2%	4%	-4%[46.1 µM]	0.9%	0%	-7%	-5%	3%
CC(C)c1ccc(/C=C(\c2nc3ccccc3[nH]2)S(=O)(=O)c2ccccc2)cc1	-10%	5%	?	0.0%	-5%	2%	0%	-1%
COC(=O)c1c(C)n(-c2ccc(C)cc2)c2ccc(O)cc12	-12%	-2%	-26%[46.1 µM]	-0.3%	-4%	?	?	2%
COc1cc(Cl)c(C)cc1NC(=O)c1ccc(S(C)(=O)=O)cc1	-3%	5%	-6%	1.7%	-19%	4%	-6%	-1%
COc1ccc(C2/C=C\CC(NC(=O)OCC3c4ccccc4-c4ccccc43)CC(=O)N2Cc2ccccc2F)cc1 (configuration not stated)	.	-3%[50.4 µM]	.	-2.2%[40.7 µM]	-2%	.	-3%	-4%
Cc1cccc(NC(=S)NNC(=O)CCn2cc(C)cn2)c1	?	?	-5%[46.1 µM]	5.7%	2%	7%	3%	3%
CCOC(=O)C(O)(CC(=O)c1ccc(Cl)cc1)C(=O)OCC	5%	-4%	10%	-1.0%	.	0%	1%	2%
O=C1N(c2ccc3c(c2)OCCO3)C(c2ccccc2)C1(F)F (configuration not stated)	1%	-5%	-8%	-1.5%	2%	-1%	-21%	-1%
Clc1ccc(-c2noc(CSc3nnc(Cc4cccs4)n3-c3ccccc3)n2)cc1	4%	?	-28%[46.1 µM]	-1.0%	-5%	-7%	-28%	6%
CC1=CC(=O)[C@@H]2C[C@H]1C2(C)C	.	-1%	.	1.6%	-4%	.	-12%	-3%
O=C(C[n+]1cc(-c2ccccc2)n2c1CCC2)N1c2ccccc2Sc2ccccc21	11%	?	0%	-0.9%	-9%	2%	-2%	0%
CN1CCN(c2ccccc2NC(=O)c2ccc(-c3cccc([N+](=O)[O-])c3)o2)CC1	0%	-3%	16%	6.1%	-3%	?	-16%	-20%
Cc1ccc(S(=O)(=O)CCC(=O)OCc2ccc(Cl)c(Cl)c2)cc1	-6%	?	20%	-1.0%	3%	-7%	-13%	2%
CC1Cc2ccccc2N1C(=O)CSc1nc2ccccc2n1CC(=O)N1CCOCC1 (configuration not stated)	4%	-4%	-19%[46.1 µM]	0.9%	-8%	-4%	8%	1%
C=CCN(CC(=O)NCc1ccccc1)C(=O)c1csnn1	6%	7%	5%[46.1 µM]	-0.7%	2%	-8%	-2%	2%
O=C(c1cccc(S(=O)(=O)N2CCOCC2)c1)N(CCO)Cc1ccccc1	1%	-10%	0%[46.1 µM]	-0.5%	-9%	-8%	6%	-5%

Screening results from PubChem.
